Compound activity: PubChem BioAssay, several laboratories
bCat nuc transl: beta-catenin nuclear translocation modulation; HeLa beta-catenin nuclear translocation, immunofluorescence imaging; AID 1665; 190,000 tested, 0.3% active; nuclear translocation activity, % at 5 µM;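 active means nuclear translocation activity above 50% at 5 µM, with a well cell count of 50 or more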;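 further: per-cell ratio of nuclear to cytoplasmic median beta-catenin stain intensity; plate controls were DMSO negative control for no effect and GSK-3 inhibitor IX positive control for full effect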
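Test system: human HeLa cell line; Doses: 5 µM primary, 0.02–20 µM confirmation; Incubation: 24 h compound exposure, 37°C; Detection: beta-catenin immunofluorescence imaging with DAPI; Read-out: beta-catenin nuclear/cytoplasmic ratio, % activation.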
Lipid droplet: modulators of hepatic lipid droplet formation; AML12 mouse hepatocytes, oleate lipid droplets, BODIPY imaging; inhibition, % at 6.5 µM; 240,000 tested, 0.4% active; AID 1656;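 active means lipid droplet intensity inhibited by at least 50%, with more than 500 cells counted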
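Material – AML12 mouse liver cells · Also added – oleate loading, 100 µM · Compound dosing – 6.5 µM single-point dosing · Times – overnight treatment with compound plus oleate · Measured by – fluorescence imaging, 20x objective, two fields per well · Read-out – percent inhibition of filter-corrected integrated lipid droplet intensity per well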
T cell HTS: modulates CD8 T cell binding to vesicles | 2C CD8+ T cell-vesicle binding, flow cytometry; hits give low values | calls only at 7 µM | 330,000 tested, 0.068% active | AID 2052;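 active means response, share of CD8 T cells binding vesicles, and their 90th percentile fluorescence all below set limits, cut at about 80% in these data, passing the limit was not always enough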
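Assay system – 2C mouse CD8+ T cells · Also added – QL9-loaded Drosophila micro-vesicles · Timing – Cell–vesicle co-incubation 1.5 h at 37 °C, staining 20 min on ice · Signal – flow cytometry of vesicle-bound cells · Measure – percent CD8+ FL2 mean versus row control · Controls – Peptide-free naked vesicles (low) and QL9 vesicles with 0.7% DMSO vehicle (high)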
Autophagy mod: alters autophagy in cells; calls only at 10 µM (by protocol); MEF GFP-LC3 puncta imaging; test concentration mostly 10 µM; 190,000 tested, 0.98% active;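 active means percentage of spot-positive cells more than 3 SD above its plate mean, without a fluorescence outlier flag or 80% toxicity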;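 further: spot-positive cell cutoff set from DMSO-treated cells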
Dynein transport: dynein cargo transport inhibition. z-score, hits read low. 220,000 tested, 0.47% active. AID 1381. 3617.4 mouse cells, GR-EGFP nuclear translocation imaging; test concentration mostly 20 µM; stimulated with dexamethasone, 1 µM; hits give low values;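 active means plate z-score of nuclear minus cytoplasmic receptor signal below a set negative limit, without overly bright fluorescence or cell loss, cut at about -3.5 in these data, passing the limit was not always enough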;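 further: z-score of nuclear minus cytoplasmic ring GR-EGFP intensity difference per well; some compounds called inactive have numbers as strong as hits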
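medium = tetracycline-free induction medium containing charcoal-stripped FBS | also added = 1.0 µM final dexamethasone stimulus | schedule = 48 h induction, 1 h compound, 30 min dex at 37 °C | technique = fixed, Hoechst-stained cells imaged at 10x for EGFP | measure = GR-EGFP nuclear translocation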
PhoP inhibition: inhibitors of PhoP regulon expression, primary screen, Salmonella Typhimurium, GFP reporter (AID 1863); S. Typhimurium PhoP-regulated promoter GFP reporter, 4 h; higher % means a stronger effect; inhibition, % at 50 µM, or IC50 in µM where a hit was titrated; 300,000 tested, 0.16% active;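 active means inhibition over 29.93%, a cutoff 3 SD above the screen mean, later confirmed by dose response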;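 further: 0% = low Mg2+ inducing control and 100% = high Mg2+ repressing control; strong numbers were not always called active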
Insulin prom up: MIN6 insulin promoter up-regulation. MIN6 insulin promoter-GFP reporter, high-content imaging; hits give high values. z-score at 5 µM. AID 1625. 190,000 tested, 0.3% active;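 active means z-score above 3 at 5 µM with at least 500 cells counted in the well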
MT stabilizer: microtubule stabilization, imaging screen; HeLa tubulin immunostaining HCS, 24 h; share of cells brighter than vehicle mean+2SD; % tubulin-high responders, % at 10 µM; 200,000 tested, 0.83% active; AID 2205;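 active means plate Z-score above 3 for both tubulin-high and condensed-nucleus cell shares, with cell loss under 80%, at 10 µM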;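 further: anti alpha tubulin signal scored within the nucleus-defined area of each cell; some results filed as inactive read as strong as hits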
ER stress rescue: protection against thapsigargin-triggered cell killing – 384-well, CSM14.1, ATP luminescence, primary screen (AID 1222) | CSM14.1 thapsigargin-induced death rescue, ATP luminescence; higher % means a stronger effect | cellular ATP content (survival), % at 20 µM; hits with a dose series show EC50 in µM | 190,000 tested, under 10 active;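 active means EC50 below 50 µM in the dose-response confirmation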;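 further: death triggered by thapsigargin at about 15 µM added after 2 h compound pretreatment; cell ATP read after overnight thapsigargin exposure of roughly 18 to 22 hours; normalized against plate controls of thapsigargin alone and 5% DMSO vehicle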
Dynein transport cytoplasmic EGFP: recorded beside Dynein transport, whose call it bears; z-score; measured here: cytoplasmic GR-EGFP intensity; hits give high values
Dynein transport nuclear GR-EGFP: also measured in Dynein transport; calls as there; z-score; measured here: nuclear GR-EGFP intensity;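 lower value marks the stronger effect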
Dynein transport cell count: recorded beside Dynein transport, whose call it bears; z-score; measured here: cell count per field
Insulin prom up cell count: recorded beside Insulin prom up, whose call it bears; cell count; measured here: cytotoxicity, nuclei count;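 total cells summed across four imaged fields per well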
Lipid droplet cells 6.5 µM: recorded beside Lipid droplet, whose call it bears; cell count; measured here: cell count, cytotoxicity flag;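 cells counted across two imaged fields per well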
bCat nuc transl cell count 5 µM: further read-out of bCat nuc transl, marked with its call; cell count; measured here: cell count, cytotoxicity flag
T cell HTS vesicle-bound %: second read-out of T cell HTS, no call of its own (marks repeat the call); double positive events, %; measured here: CD8+ vesicle-bound cell fraction;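 binding gate set so that unloaded-vesicle control wells show 10% double positive cells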
MT stabilizer Hoechst-high %: recorded beside MT stabilizer, whose call it bears; % Hoechst-high responders; measured here: nuclear condensation Hoechst responders;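 share of cells brighter than vehicle mean plus two SD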
MT stabilizer cytotoxicity %: further read-out of MT stabilizer, marked with its call; toxicity, %; measured here: cytotoxicity by cell density;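 0% = mean cell density of plate MIN control wells and 100% = no cells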
Autophagy mod cell loss 18 h: second read-out of Autophagy mod, no call of its own (marks repeat the call); toxicity, %; measured here: cell loss, nuclei count;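 cell loss after 18 h compound exposure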
Starred values were filed as active, the others as inactive; i = inactive; . = no result given.

SMILES	bCat nuc transl	bCat nuc transl cell count 5 µM	Lipid droplet	Lipid droplet cells 6.5 µM	T cell HTS	T cell HTS vesicle-bound %	Autophagy mod	Autophagy mod cell loss 18 h	Dynein transport	Dynein transport cytoplasmic EGFP	Dynein transport nuclear GR-EGFP	Dynein transport cell count	PhoP inhibition	Insulin prom up	Insulin prom up cell count	MT stabilizer	MT stabilizer Hoechst-high %	MT stabilizer cytotoxicity %	ER stress rescue
CCOC(=O)C1SC2(C(F)F)CC1(O)c1c(c(OC)c3occc3c1OC)O2 (configuration not stated)	-0.9	1032	-10	672	i	31	i	-6	1.9	-0.15	1.1	-1.4	2%	0.42	1910	3.8	2.8	8.9	-3.4%
Fc1ccc(N2CCN(Cc3ccc4c(c3)OCO4)CC2)cc1	0.3	1171	.	.	i	40	i	1	-0.95	-0.24	0.19	1.2	9%	-0.93	1111	4.3	2.4	1.7	-0.1%
Cc1nn(Cc2ccccc2)c(C)c1C(=O)O	0.2	1498	-17	305	i	44	i	-6	-0.76	-0.39	-0.84	1.3	7%	0.33	1386	2.3	1.4	6.3	-0.1%
COC(=O)c1ccccc1OP(=O)(c1cccc([N+](=O)[O-])c1)c1cccc([N+](=O)[O-])c1	0.2	1385	-42	763	i	17	.	.	0.089	-0.26	-0.016	-0.024	-8%	-0.32	1071	.	.	.	.
Cc1ccc(OCC(=O)N2CCN(Cc3ccc4c(c3)OCO4)CC2)cc1	-1.3	1120	16	684	i	67	i	10	-1.1	-0.34	-0.18	1.5	4%	-0.16	1442	4.0	2.0	6.0	-1.1%

Complete entries, quoted from the list.
`Fc1ccc(N2CCN(Cc3ccc4c(c3)OCO4)CC2)cc1` across the screens: bCat nuc transl = 0.3; bCat nuc transl cell count 5 µM = 1171; Lipid droplet = .; Lipid droplet cells 6.5 µM = .; T cell HTS = i; T cell HTS vesicle-bound % = 40; Autophagy mod = i; Autophagy mod cell loss 18 h = 1; Dynein transport = -0.95; Dynein transport cytoplasmic EGFP = -0.24; Dynein transport nuclear GR-EGFP = 0.19; Dynein transport cell count = 1.2; PhoP inhibition = 9%; Insulin prom up = -0.93; Insulin prom up cell count = 1111; MT stabilizer = 4.3; MT stabilizer Hoechst-high % = 2.4; MT stabilizer cytotoxicity % = 1.7; ER stress rescue = -0.1%
`Cc1ccc(OCC(=O)N2CCN(Cc3ccc4c(c3)OCO4)CC2)cc1` across the screens: bCat nuc transl = -1.3; bCat nuc transl cell count 5 µM = 1120; Lipid droplet = 16; Lipid droplet cells 6.5 µM = 684; T cell HTS = i; T cell HTS vesicle-bound % = 67; Autophagy mod = i; Autophagy mod cell loss 18 h = 10; Dynein transport = -1.1; Dynein transport cytoplasmic EGFP = -0.34; Dynein transport nuclear GR-EGFP = -0.18; Dynein transport cell count = 1.5; PhoP inhibition = 4%; Insulin prom up = -0.16; Insulin prom up cell count = 1442; MT stabilizer = 4.0; MT stabilizer Hoechst-high % = 2.0; MT stabilizer cytotoxicity % = 6.0; ER stress rescue = -1.1%

Only part of the results is shown; the hit share may differ from the screen's.
